# Screening data from PubChem BioAssay.
# Dyrk1A ADPGlo: blocks rat Dyrk1A kinase activity; ADP-Glo luminescence, NFATc1 peptide; Q63470; hit rate 0.43% among 310,000; inhibition, % at 12.5 µM; in the data active = inhibition above about 50%;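 also: plate controls were vehicle with enzyme for no effect and no enzyme for full effect; many of its hits are not listed in these tables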
# IEC-6 cytotox: IEC-6 cytotoxicity, counter-screen for KLF5 inhibitors. inhibition, % at 5 µM. luminescence viability. hit rate 0.78% among 290,000; in the data active = inhibition above about 22%;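 also: 0% = plate median of test compound wells and 100% = cytotoxic reference compound wells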
# GSK3A inh: inhibitors of human GSK-3 alpha kinase | P49840 | ADP-Glo luminescence, 60 min | inhibition, % at 10 µM | hit rate 0.1% among 320,000 | AID 2650;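 in the data active = inhibition above about 50%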;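 also: GST-tagged GSK-3 alpha with peptide substrate and 25 µM ATP; 0% = DMSO neutral wells and 100% = GW8510 positive control wells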
# Target sequence (P49840 whole entry, looked up): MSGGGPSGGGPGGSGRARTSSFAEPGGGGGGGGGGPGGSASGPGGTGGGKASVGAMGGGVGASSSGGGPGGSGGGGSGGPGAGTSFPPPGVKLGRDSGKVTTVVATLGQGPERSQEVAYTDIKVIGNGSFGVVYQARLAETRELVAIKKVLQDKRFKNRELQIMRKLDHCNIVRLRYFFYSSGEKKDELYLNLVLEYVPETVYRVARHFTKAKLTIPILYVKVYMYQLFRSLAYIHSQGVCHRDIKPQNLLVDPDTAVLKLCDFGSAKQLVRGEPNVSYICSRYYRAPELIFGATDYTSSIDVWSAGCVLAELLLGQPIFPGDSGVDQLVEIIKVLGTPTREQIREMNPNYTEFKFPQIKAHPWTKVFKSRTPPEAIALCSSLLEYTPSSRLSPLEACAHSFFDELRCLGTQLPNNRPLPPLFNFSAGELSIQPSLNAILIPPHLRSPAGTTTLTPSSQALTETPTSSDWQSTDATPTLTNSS
# KLF5 inhibitor: inhibitors of KLF5 expression; inhibition, % at 5 µM; DLD-1 KLF5 promoter-luciferase reporter, luminescence; hit rate 0.23% among 290,000;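 active = inhibition above a per-plate limit of that plate's mean compound inhibition plus 3 SD, cut at about 60% in these data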;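 also: 0% = DMSO wells and 100% = LY294002 at 200 µM; higher means less KLF5 promoter-driven luciferase light; inactives centre near -14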
# HSF1 activator: increases HSF-1 driven luciferase reporter signal | activation, % at 9 µM | NIH3T3-HGL HSF-1 luciferase reporter, MG132, 8 h; 100% = twice DMSO control signal | hit rate 1.7% among 300,000 | AID 504408;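 active = mean replicate activation of at least 50% with a set share of replicates each reaching 50%; inconclusive = only one of those two conditions met; inactive = mean below 50% and too few replicates reaching it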;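 also: 0% = median of the neutral control wells and 100% = twice that signal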
# HSP90 inh: inhibitors of HSP90 luciferase refolding in rabbit reticulocyte lysate; luciferase refolding luminescence, 3 h; inhibition, % at 5.6 µM; hit rate 0.91% among 290,000; AID 1789;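 active = inhibition above the screen-wide mean plus 3 SD, computed separately per campaign, cut at about 16% in these data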;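 also: 0% = DMSO wells and 100% = 60 µM geldanamycin wells; inhibitors lower the luminescence because luciferase stays unfolded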
# GSK3B inh: blocks human GSK3beta kinase activity | P49841 | GST-GSK3beta kinase, ADP-Glo luminescence, 60 min; stronger effect = lower value | activity score (negative = inhibition), % at 10 µM | hit rate 0.038% among 300,000 | AID 2097;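 active = more than half of replicate wells score below -50%, meaning over 50% inhibition versus plate controls; inconclusive = some replicates but at most half score below -50%; inactive = no replicate scores below -50%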;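 also: 0% = median DMSO wells and -100% = median GW8510 positive control wells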
# Target sequence (P49841 whole entry, looked up): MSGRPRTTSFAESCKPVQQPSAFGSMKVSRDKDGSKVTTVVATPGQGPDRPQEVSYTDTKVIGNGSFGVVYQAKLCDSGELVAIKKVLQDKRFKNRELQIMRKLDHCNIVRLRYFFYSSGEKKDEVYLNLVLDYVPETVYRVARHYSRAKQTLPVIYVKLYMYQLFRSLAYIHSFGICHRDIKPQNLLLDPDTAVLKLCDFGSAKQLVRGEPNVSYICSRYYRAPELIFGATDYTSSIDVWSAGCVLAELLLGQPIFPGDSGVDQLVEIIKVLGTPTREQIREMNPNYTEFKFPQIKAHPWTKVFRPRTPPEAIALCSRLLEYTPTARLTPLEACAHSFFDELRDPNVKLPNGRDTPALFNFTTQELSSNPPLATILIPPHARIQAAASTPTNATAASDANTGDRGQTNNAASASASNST
#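 Test system: GST-fused GSK3beta enzyme, cell-free | Quantity: 1.6 ng GST-GSK3beta enzyme per well | Reagent: 25 µM ATP with peptide substrate | Schedule: 60 min enzyme reaction, room temperature | Signal: Luminescent ADP-Glo measurement of ADP formed | Read-out basis: Score relative to plate controls | Control set: DMSO and 20 µM GW8510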
# HSF1 inhib: HSF1 inhibition; NIH3T3-HGL HSE-luciferase, MG132-induced, luminescence 8 h; stronger effect = lower value; activity change, negative = inhibition, % at 7.5 µM (by protocol); hit rate 0.77% among 300,000; AID 2098;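 active = more than half of replicate wells show activity change below -50%, luminescence cut by over half; inconclusive = some wells, but at most half, below -50%; inactive = no replicate well below -50%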;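 also: luciferase reports HSF-1 transcriptional activity via heat shock element; 0% = median of DMSO wells and -100% = zero luminescence signal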
# Platelet DG rel: platelet dense granule release activity; human platelet-rich plasma, SFLLRN dense granule ATP release, luminescence; hit rate 0.22% among 300,000; AID 1663; inhibition, %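 (compounds screened at 7.5 µM in platelet-rich plasma)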;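 active = mean replicate score, as percent of positive control, at or above 50; inconclusive = mean below 50 but at least one replicate at or above 50; inactive = mean and every replicate below 50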
# aSyn 5UTR inh: MLPCN primary screen, SNCA 5' untranslated region. alpha-synuclein 5'UTR reporter, inhibitor activity. inhibition, % (tested at 7.5 µM). hit rate 0.82% among 300,000; in the data active = inhibition above about 60%; inconclusive = no clear call, values can overlap the other calls;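 also: H4 neuroglioblastoma cells stably carrying SNCA 5'UTR luciferase fusion; 0% = DMSO wells and 100% = positive control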
# An asterisk follows results filed as active; ? = inconclusive; . = no result given.
compound	Dyrk1A ADPGlo	IEC-6 cytotox	GSK3A inh	KLF5 inhibitor	HSF1 activator	HSP90 inh	GSK3B inh	HSF1 inhib	Platelet DG rel	aSyn 5UTR inh
Cc1ccc(C(OC(=O)c2ccco2)C(=O)NC(C)(C)C)cc1 (stereo not drawn)	1	8	.	-9	3	0	-3	-4	4	-3
O=C(Nc1ccc2c(c1)OCCO2)c1cc(-n2cnnc2)ccc1Cl	-1	4	-2	-32	-12	3	-5	-15	-5	-12
COc1cc(NC(=O)CCNC(=O)Cn2ccc3ccccc3c2=O)cc(OC)c1OC	-5	-3	-1	-2	2	-6	4	-1	4	0
O=C(CSc1ncn[nH]1)Nc1ccccc1Sc1ccc(Cl)cc1	10	6	3	-18	19	4	-3	2	0	8
Cc1ccccc1C1c2[nH]c3ccccc3c2C[C@H]2C(=O)N(C3CC3)CC(=O)N12 (stereo partly drawn)	-4	2	-1	2	-7	-2	3	-3	6	26
CC(C)(C)OC(=O)COc1cc(OCC(=O)OC(C)(C)C)c2c(=O)cc(-c3ccccc3)oc2c1	.	0	0	19	.	1	.	.	.	.
Cn1c(=O)c2c(nc(NCc3ccco3)n2C)n(C)c1=O	0	2	-2	5	-9	-3	-1	6	0	29
CC(C)(C)NC(=O)c1ccccc1NC(=O)C1CC(=O)N(C2CCCCC2)C1 (stereo not drawn)	-2	-9	-1	-15	14	-2	5	-5	0	5
CCN(C(=O)CSc1nnc(-c2ccccc2Cl)n1C1CCCC1)C1CCS(=O)(=O)C1 (stereo not drawn)	2	0	-1	-7	2	-7	6	-5	0	10
Cc1cccc(NC(=O)CSc2nccn2Cc2ccco2)c1C	-2	-8	-2	-57	3	-5	-2	3	0	-81
COc1ccc(CCC(=O)NCCOc2ccc(Cl)cc2)cc1	-2	-1	1	-20	-7	1	-2	2	-5	-9
CC(=O)c1ccc(NC(=O)COc2ccccc2C(=O)Nc2ccccc2)cc1	.	-15	-1	-26	50	-10	1	17	20	-78
CC1CN(C(NC(=O)C(C)(C)C)C(Cl)(Cl)Cl)CC(C)O1 (stereo not drawn)	-7	-2	0	-23	7	-3	-1	2	2	9
O=[n+]1c2c(n([O-])c3cc(F)c(N4CCCC4)cc31)CCC2	-8	-8	-1	-11	2	-3	-3	4	-12	-21
CCCN(CCC)CCCNC(=O)c1cn(CCOC)c(=O)c2c1c1ccccc1n2C	-2	0	-1	3	-10	-4	0	-5	3	0
COc1ccc(NC(=O)C2CCCN(c3cc(C)nc4ncnn34)C2)cc1 (stereo not drawn)	.	9	-1	14	10	2	0	-2	9	12
O=C(Nc1cccc(C(F)(F)F)c1)c1csc(-c2ccncc2)n1	35	6	2	8	6	7	-5	1	-4	-19
C=CCc1cc(/C=C/c2nc(O)c([N+](=O)[O-])c(=O)[nH]2)cc(OC)c1O	3	0	-4	17	-1	1	-2	-4	-3	5
COc1cc(CCC(O)CC(=O)CCc2ccccc2)ccc1O (stereo not drawn)	6	6	-2	1	-1	-1	1	-2	6	-17
O=C(NCc1nnc(SCC(=O)N2CCCCCC2)o1)c1ccccc1F	3	0	0	-35	-7	-4	.	0	-5	-4
Cc1ccc(C(=O)N(CN2CCCC2=O)c2ccc(F)cc2)cc1	1	-2	-2	3	-6	1	-1	4	-10	0
COc1ccc(C)cc1S(=O)(=O)Nc1ccccc1C	3	2	4	-12	0	1	4	-5	0	19
COc1cc(/C=N/NC(=O)CSc2n[nH]c(=O)[nH]c2=O)cc(OC)c1O	-1	-1	-3	-13	2	1	0	-7	-1	9
O=C(NCc1ccco1)C(c1ccccc1)N(C(=O)Cc1cccs1)c1ccccc1 (stereo not drawn)	6	-2	1	-32	13	2	0	3	9	-7
CCOC(=O)c1cccnc1NC(=O)c1ccccc1	-1	2	-4	-7	2	-7	0	3	-5	11
O=C(Nc1cccc(Cl)c1)c1cnn2cccnc12	6	13	-1	-29	16	-2	2	-6	7	-202
O=C(NCc1ccccc1OC(F)(F)F)C1CCC(=O)N(C2CC2)C1 (stereo not drawn)	-7	-1	.	-29	3	-3	2	-7	-10	-1
CCc1nc(SCC(=O)c2ccc(Cl)s2)c2oc3ccccc3c2n1	5	2	0	-1	84*	1	0	35	4	-28
Cn1c(NNC(=O)c2ccccc2F)cc(=O)n(C)c1=O	15	6	6	-7	14	-1	1	5	5	?
CN(C(=O)c1cnc2n(c1=O)CCS2)C1CCCCC1	4	2	0	-53	-18	1	-2	-5	3	0
O=C(c1oc2ccccc2c1N1CCCCC1)N1CCCCC1	1	1	-3	-34	7	0	-4	-6	10	7
Cc1sc2ncnc(SCC(=O)N3CCCC(C(F)(F)F)C3)c2c1C (stereo not drawn)	.	-6	-3	-15	-4	-2	2	-6	-2	-3
Cc1nc(-c2ccccc2)nc2n[nH]c(N)c12	6	.	12	.	-19	.	-7	-6	-9	-25
Cc1c(OCC(=O)NC(Cc2ccc(Cl)cc2)C(=O)O)ccc2c(-c3ccccc3)cc(=O)oc12 (stereo not drawn)	1	-10	-4	-20	-6	-2	1	0	1	3
CCCC(=O)Nc1ccccc1NC(=O)CN(C)S(=O)(=O)c1ccccc1	-2	-4	-1	13	-8	2	-3	-5	0	-22
Cc1ccc(S(=O)(=O)NCC2CCC(C(=O)NCc3cccnc3)CC2)cc1 (stereo not drawn)	12	-5	-1	1	1	-3	1	-2	2	-5
O=C(c1ccccc1)N1CCCN(c2nccc(C(F)(F)F)n2)CC1	.	3	-4	-9	-40	4	-2	-17	6	-1
O=C(NC12CC3CC(CC(C3)C1)C2)c1cncc(Br)c1	2	0	3	-31	-5	-5	0	-6	2	-29
CSc1cccc(NC(=O)CCCn2c(=O)c3cccn3c3cccnc32)c1	-1	-1	-1	-13	3	-2	0	-1	4	4
CC(C)(C)n1ncc2c(=O)n(Cc3ccc(Cl)cc3)cnc21	.	1	-5	-30	-39	-2	-2	-37	15	11
CC(=O)Nc1ccc(S(=O)(=O)Nc2nc(-c3ccc(C(C)(C)C)cc3)cs2)cc1	0	2	-4	3	8	0	2	4	5	-11
CCCc1ccc(C(=O)[C@@H]2[C@@H](C(C)=O)N3c4ccc(F)cc4C=C[C@@H]3[C@@]23C(=O)Nc2ccccc23)cc1	-3	13	0	-3	-7	2	1	4	11	-5
Cc1cc(NC(=S)NC(=O)C2CC2)ccc1Br	18	5	0	13	31	-2	1	15	11	-114
Cc1nn(-c2cccc(Cl)c2)c(Cl)c1/C=N/NC(=O)c1cccs1	-3	1	-8	4	17	-1	3	6	-7	29
CCOc1ccc(Cn2nnc(C(=O)Nc3cc(OC)cc(OC)c3)c2N)cc1	0	-2	.	-36	10	-2	-3	5	1	7
C=CCOc1ccc(/C=N/NC(=O)CC(=O)NC2CCCCC2)cc1	2	-1	-2	6	-23	2	0	-8	1	-4
O=C(Nc1nccs1)c1ccc(-c2ccc(F)c(Cl)c2)o1	4	-4	4	-116	-5	3	1	1	-11	-151
COc1ccc(OC)c(NC(=O)CSCC(=O)O)c1	10	0	.	-26	-92	3	-8	-90*	4	-13
CCOc1cc(C(=O)Nc2ccc([N+](=O)[O-])cn2)cc(OCC)c1OCC	-4	10	2	-14	-47	3	-1	-35	1	21
COc1cc(CNc2nc3ccccc3s2)cc(OC)c1OC	-7	7	0	-34	34	-1	-1	3	0	-2
Cc1cc(=O)oc2c(C)c(OCC(=O)NCCCn3ccnc3)ccc12	-2	2	-4	-21	-7	-3	-7	-4	2	-5
CCC(C)NC(=O)COC(=O)c1cc([N+](=O)[O-])ccc1Sc1nc(C)cs1 (stereo not drawn)	6	-4	0	-4	20	-4	1	0	-37	-29
Cc1snc2sc(C(=O)c3ccc(F)cc3)c(N)c12	-3	5	0	-114	27	1	1	8	2	-96
O=S(=O)(c1cccs1)N1CCN(CC(O)COc2cc(Cl)ccc2Cl)CC1 (stereo not drawn)	-1	-1	-2	-12	.	0	.	.	.	.
CCCCOc1ccc(/C=C/C(=O)NCCc2nc3ccccc3[nH]2)cc1	13	2	-2	15	21	4	2	10	2	6
Cc1ccc(S(=O)(=O)Nc2nc3ccccc3nc2Nc2cccc(S(=O)(=O)N3CCCC3)c2)cc1	-2	8	-2	-23	40	0	-1	27	-19	-6
N/C(CCN1CCOCC1)=N/O	0	-1	-1	1	5	2	-3	-2	-6	-15
CCN(CC(=O)NC(C)C)C(=O)c1ccc(S(=O)(=O)N(C)c2ccccc2OC)cc1	6	-7	0	-9	39	2	-1	7	-6	-6
Cc1cc(Br)ccc1NC(=O)c1ccc(-n2cncn2)c([N+](=O)[O-])c1	1	.	-2	.	-1	.	2	5	12	20
CC1=C(C(=O)Nc2ccc([N+](=O)[O-])cc2)C(c2cccc(C(F)(F)F)c2)NC(=S)N1c1ccccc1 (stereo not drawn)	5	-4	-1	-44	10	3	-2	3	0	7

# Further structures follow.
compound	Dyrk1A ADPGlo	IEC-6 cytotox	GSK3A inh	KLF5 inhibitor	HSF1 activator	HSP90 inh	GSK3B inh	HSF1 inhib	Platelet DG rel	aSyn 5UTR inh
Cc1cccn2c(=O)nc(SCC(=O)NCc3ccc(F)cc3)nc12	-1	.	-3	.	-11	.	2	3	7	8
COc1ccc(NC(=O)c2oc3ccccc3c2NC(=O)c2ccco2)cc1	2	-5	0	-19	8	-1	-1	0	-2	24
CSc1ccc(CN2CCC(CO)(Cc3ccc(Cl)cc3)CC2)cc1	-3	1	0	-32	5	4	4	2	1	6
CC(C)(C)S(=O)(=O)c1cnc(-c2cnccn2)nc1N	4	0	-1	-9	38	1	1	2	-9	4
COc1ccc(/C=C/C(=O)NC(=S)NCCc2ccc(OC)c(OC)c2)cc1	-4	3	-3	-24	-67	-1	-2	-61*	-2	1
COc1ccc(NC(=O)CN2CCCN(S(=O)(=O)c3ccc(F)cc3)CC2)cc1	5	-1	-3	4	30	6	-2	-1	-11	-15
COc1ccc(/C=N/n2cnc3c([nH]c4ccc(C)cc43)c2=O)cc1CN1CCCC1	16	6	3	-13	-8	4	-1	-5	8	-17
COc1ccc(OCCOC(=O)c2cccs2)cc1	3	-8	-1	2	63*	0	-2	18	-3	-66
CCC(=O)Nc1ccc(C(=O)Nc2c[nH]c(=O)[nH]c2=O)cc1	-6	-4	-4	-26	-6	-2	0	3	3	-17
Cn1ccsc1=NC(=O)c1ccc(S(=O)(=O)C(F)F)cc1	-3	3	-1	-120	28	1	-1	3	6	-96
COc1ccccc1-c1noc2ncnc(Nc3cccc(C)c3C)c12	4	3	-2	-16	-2	-3	1	2	-5	-14
Fc1cccc(-c2n[nH]c(=S)n2-c2ccccc2)c1	-1	3	-2	-30	-10	3	0	-2	10	-11

# A portion of the library. The share of hits here may be higher or lower than overall.
